# Compound activity (PubChem BioAssay)
# NALP1 inh – inhibitors of NALP1 inflammasome in yeast; S. cerevisiae NALP1/ASC/caspase-1 growth, X-gal OD620, 72 h; inhibition, % at 10 µM; 280,000 compounds, 0.61% hits; in the data active = inhibition mostly above about 24%, no sharp cut-off; inactive = mostly below about 32%; also: some compounds called inactive have numbers as strong as hits
# UBC9 SUMO inh – blocks human SUMOylation mediated by UBC9; P63279; HTRF SUMOylation assay, SAE1/SAE2 + UBC9, in vitro; inhibition, % at 35 µM; 290,000 compounds, 0.36% hits; AID 2006; in the data active = inhibition above about 50%, passing the limit was not always enough; also: strong numbers were not always called active
# Target sequence (P63279 whole entry, looked up): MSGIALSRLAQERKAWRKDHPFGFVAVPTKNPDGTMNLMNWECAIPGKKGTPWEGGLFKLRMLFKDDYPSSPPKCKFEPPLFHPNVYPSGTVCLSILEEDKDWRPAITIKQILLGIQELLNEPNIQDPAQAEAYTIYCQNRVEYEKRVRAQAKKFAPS
# HCV NS3 hel inh – inhibitors of Hepatitis C virus NS3 helicase | NS3 helicase DNA unwinding, Cy5 molecular beacon fluorescence | inhibition, % at 10.9 µM | 290,000 compounds, 0.56% hits;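 active = inhibition above the mean of all tested compounds plus 3 SD, set per campaign, cut at about 35% in these data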;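 also: 0% = DMSO wells and 100% = thioflavine S control wells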
#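 assay system = NS3 helicase fragment of HCV | buffer or medium = MOPS pH 6.5, MgCl2, DTT, Tween20, BSA | timing = 60 min unwinding reaction at 25 °C after ATP addition | signal = Cy5 beacon fluorescence read at start and 1 h | read-out basis = % inhibition of unwinding | control set = low DMSO, high thioflavine S at 110 µM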
# VIM-2 inhibitor – inhibitors of Pseudomonas aeruginosa VIM-2 metallo-beta-lactamase. purified VIM-2, nitrocefin hydrolysis, epi-absorbance fluorescence. inhibition, % at 5.6 µM. 290,000 compounds, 0.89% hits;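 active = inhibition above the mean of all tested compounds plus 3 SD, cutoff set per screening run, cut at about 7.5% in these data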;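 also: red hydrolysis product quenches plate fluorescence so inhibitors raise well fluorescence; 0% = enzyme with DMSO and 100% = DMSO without enzyme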
# M18AAP inhibitor – PfM18AAP enzyme inhibition; inhibition, % at 7.35 µM; recombinant PfM18AAP, H-Glu-NHMec fluorogenic cleavage; 290,000 compounds, 1.2% hits;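 active = inhibition above the campaign mean inhibition over all tested compounds plus 3 SD, cut at about 28% in these data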;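 also: 0% = plate median of test compound wells and 100% = 2 mM ZnCl2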
# MEKK2 mut-MEK5 – signal of MEK5 binding to mutant human MEKK2 PB1 domain; bead flow cytometry, Alexa488-MEK5 binding to MEKK2 mutant; 290,000 compounds, 0.35% hits; percent response, % at 10 µM; in the data active = percent response above about 24%, passing the limit was not always enough; also: inactives centre near 1; some results filed as inactive read as strong as hits
# MEKK2 WT-MEK5 – raises or lowers MEK5 binding to wildtype human MEKK2 PB1 domain; Q9Y2U5; bead flow cytometry, Alexa488-MEK5 binding to MEKK2 WT; actives lie on both sides; 290,000 compounds, 1.1% hits; binding response (% of control), % at 10 µM; in the data active = binding response below about 67% or above about 130%
# DNA FID counter – counter-screen for HCV NS3 helicase inhibitors: DNA intercalator displacement | DNA fluorescent intercalator displacement, fluorescence | inhibition, % at 7.9 µM | 290,000 compounds, 0.17% hits; in the data active = inhibition above about 37%;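 also: 0% = vehicle and 100% = reference compound; higher means more ethidium bromide displaced from hairpin DNA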
# IMP-1 inh – blocks Pseudomonas aeruginosa IMP-1 metallo-beta-lactamase; purified IMP-1, nitrocefin hydrolysis, epi-absorbance fluorescence; inhibition, % at 5.6 µM; 290,000 compounds, 0.45% hits; AID 1556;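 active = inhibition above the mean plus 3 SD of all compounds in the same screening run, cut at about 4.5% in these data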;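 also: 0% = IMP-1 with DMSO and 100% = DMSO wells lacking enzyme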
#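 system = purified recombinant IMP-1 beta-lactamase | amount = 0.2 nM IMP-1, as dispensed | medium = HEPES buffer pH 7.1 with ZnSO4 and Brij 35 | times = 25 °C, 15 min preincubation, 25 min reaction | detection = plate fluorescence quenching by hydrolysis product, ex 480/em 530 nm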
# * hit, by the source's call; / = not tested or not shown; [ ] = remark or other dose.
# Values run as follows: HCV NS3 hel inh	NALP1 inh	DNA FID counter	MEKK2 WT-MEK5	VIM-2 inhibitor	M18AAP inhibitor	IMP-1 inh	UBC9 SUMO inh	MEKK2 mut-MEK5
CCCCOC(=O)Sc1nc2ccccc2o1
  3	9	0	93	-0.3	0	-3.5	25	-4
COc1cc(NC(=O)CSc2nc3ccccc3cc2Cc2ccccc2)cc(OC)c1
  5	-3	0	95	-3.5	6	-3.2	-8	-3
S=c1nc(C2CCCCC2)[nH][nH]1
  -1	17	-2	101	-9.3	4	-2.3	6	2
Oc1ccc(/C=N/Nc2cc(N3CCCC3)nc(N3CCCC3)n2)cc1
  -21	-8	2	117	-1.4	3	-2.2	94	11
COc1ccccc1C(=O)NC(=S)Nc1ccc(S(=O)(=O)N2CCN(C)CC2)cc1
  -19	18	-1	91	4.8	0	-1.3	-6	-4
Cc1ccc(O)c(C(=O)c2cc(C#N)c(=O)n(C(C)c3ccccc3)c2)c1 (stereo not drawn)
  0	18	-28	93	1.9	-1	-0.3	1	-9
COc1ccc(OC)c(C(C(=O)NCc2ccco2)N(C(=O)Cn2nnc3ccccc32)C2CC2)c1 (stereo not drawn)
  -8	7	-27	99	-1.9	2	-2.0	16	-3
Cc1ccc(CNc2ccc(Cl)cc2[N+](=O)[O-])cc1
  5	-20	4	/	-1.3	8	-2.2	11	/
CCN1CCC2(CC1)Oc1c(OC)cccc1C1CC(c3cccnc3)=NN12 (stereo not drawn)
  -7	11	-10	102	-1.5	12	-2.4	10	2
O=C1CCNCCN1[C@H](CO)c1ccccc1
  -1	9	-10	128	1.7	-3	0.2	12	3
CCCOc1ccc(-c2cc(C(F)(F)F)c(C#N)c(SCC(=O)O)n2)cc1
  24	-6	-32	95	-0.3	0	-1.6	28	-5
C=CCn1c(SC(C)C#N)nc2sc(CC)cc2c1=O (stereo not drawn)
  -4	11	-15	/	3.3	-2	-2.8	0	/
COc1ccc(NC(=O)Cn2cnc3sc(C)c(S(=O)(=O)N4CCN(C)CC4)c3c2=O)cc1OC
  -5	15	2	104	-0.1	-13	-1.8	10	-1
COc1ccc(CNC(=O)CCS(=O)(=O)c2ccc(Br)cc2)cc1
  -3	5	-9	98	-2.0	-7	-0.5	2	6
FC(F)(F)c1nnc2c3ccccc3c(Cl)nn12
  4	2	-6	110	4.1	-4	2.0	-1	3
Cc1cc(S(=O)(=O)Nc2ccccc2C)ccc1F
  -2	-92	-4	103	-2.0	-7	-1.5	-1	4
COC(=O)NCC(C)OC(=O)Nc1ccc(Cl)cc1 (stereo not drawn)
  -1	-3	-3	88	-2.0	0	-3.3	12	-13
Cc1ccc(S(=O)(=O)N2CCN(c3ccccc3)CC2)cc1C
  7	0	-17	99	-1.4	0	-0.9	1	2
CCN(CC)C(=O)Cn1cc(S(=O)(=O)CC(=O)Nc2ccccc2F)c2ccccc21
  -3	-1	-25	102	-0.2	4	-4.0	7	5
COc1ccc(S(=O)(=O)Nc2ccc(S(=O)(=O)N3CCCCC3)cc2)cc1
  -10	8	-11	94	-1.8	2	-2.4	-8	-3
Cc1onc(-c2c(F)cccc2Cl)c1C(=O)NCc1ccco1
  -5	-7	-7	98	-2.6	5	-1.5	0	3
CNC(=O)/C(=C\C=C\c1ccccc1)NC(=O)c1ccc([N+](=O)[O-])cc1
  6	41	2	79	-1.7	8	-1.8	-2	-8
Cc1nn(-c2ccccc2)c2c1C1(C(=O)Nc3ccccc31)N1C(=N2)Sc2ccccc21 (stereo not drawn)
  -7	2	-4	96	-1.0	-2	-0.7	-54	-1
CCN1CC(CN(C)Cc2nc(Cc3ccccc3)no2)CC1=O (stereo not drawn)
  -5	-1	-4	103	-0.9	-1	-2.0	15	8
CC(=O)c1ccc(N2Cc3ccccc3C3(CCOCC3)C2=N)cc1
  7	6	3	105	0.8	-20	-1.5	7	-1
Cc1ccc(-n2c(C(C)C)nc3oc4ccccc4c(=O)c3c2=O)cc1
  -6	/	-24	97	-1.2	2	-4.1	17	-1
CC(C)(C)C(=O)NC1=NCCS1
  -1	11	-7	98	-2.6	-3	-2.5	6	-1
O=C(CCCOc1ccc(Cl)cc1Cl)N/N=C\C1CCCCC1
  -5	18	-7	102	-0.3	-2	-1.3	-37	2
O=C1NC(=Nc2ccccc2)c2c1cccc2[N+](=O)[O-]
  9	20	5	114	-0.9	-8	-5.1	-4	16
COc1ccc(-n2c(C)cc(SC)c(C(C)=O)c2=S)cc1
  5	43	-4	92	-5.0	-2	-3.0	-3	-9
O=C(O)CCCN1C(=O)c2cccc3cccc(c23)C1=O
  4	21	-4	109	1.1	-2	-1.6	11	2
CCC(CC)C(=O)Nc1ccncc1
  10	13	0	85	1.8	-11	0.4	3	-5
COC(=O)c1cc2c(=O)n3ccccc3nc2n(Cc2cccnc2)c1=N
  9	/	-1	101	5.1	12	1.2	/	5
Cc1ccc2c(c1)c(N=Nc1ccc([N+](=O)[O-])cc1)c(O)n2C
  12	33*	2	101	-1.9	-4	0.0	-5	0
CSc1cccc(-n2c(C)cc(C(N)=O)c2C)c1
  4	3	-13	103	-0.1	4	0.8	19	11
COc1ccc(-c2csc(N3N=C(C)C(C)C3=O)n2)cc1 (stereo not drawn)
  -2	-13	-14	105	0.3	5	-1.5	-18	0
COc1cccc(NC(=O)N2C3CCCC2CC(NC(=O)C2CC2)C3)c1 (stereo not drawn)
  0	15	-8	105	-1.6	1	-4.2	1	7
COc1ccc(S(=O)(=O)NC2CC3CCC2C3)cc1 (stereo not drawn)
  -2	15	-5	114	-2.2	-4	-1.2	18	10
O=C(NCc1ccco1)C1CC(c2ccccc2O)=NO1 (stereo not drawn)
  -7	4	1	94	-1.1	-2	-2.1	15	-2
N#CC(c1ccc(F)cc1)c1ccc(C(=O)c2ccc(F)cc2)cc1 (stereo not drawn)
  -1	-4	-6	100	-3.0	4	-3.0	7	2

# Results in UBC9 SUMO inh, IMP-1 inh and NALP1 inh, for some of the entries so far:
compound	UBC9 SUMO inh	IMP-1 inh	NALP1 inh
Cc1ccc2c(c1)c(N=Nc1ccc([N+](=O)[O-])cc1)c(O)n2C	-5	0.0	33*
O=C(NCc1ccco1)C1CC(c2ccccc2O)=NO1 (stereo not drawn)	15	-2.1	4

# The list continues:
# Values run as follows: HCV NS3 hel inh	NALP1 inh	DNA FID counter	MEKK2 WT-MEK5	VIM-2 inhibitor	M18AAP inhibitor	IMP-1 inh	UBC9 SUMO inh	MEKK2 mut-MEK5
CS(=O)(=O)N1CCCC(C(=O)N2CCc3ccccc3C2)C1 (stereo not drawn)
  -1	20	-2	100	-0.7	-6	-2.0	13	2
COc1ccc(Br)cc1CNC(=O)CCN1C(=O)COc2ccccc21
  3	-1	-6	97	-1.9	3	-1.2	-7	-1
C=CCNc1nc2ccccc2nc1NS(=O)(=O)c1ccc(Br)cc1
  10	3	-31	111	-1.8	-7	-1.2	20	8
CC1(C)Cc2c(ccc3ccccc23)-c2nnc(-c3cccnc3)n21
  0	7	-23	-8.0*[inhibitor]	-7.6	2	-2.2	-2	-22
CCOC(=O)c1ccccc1NC(=O)c1cn(-c2ccc(OC)cc2)c(=O)c2ccccc12
  -14	27	-2	99	-1.1	1	-2.6	21	-2
O=C(NC(NC(=O)c1ccccc1)C(=O)c1ccccc1)c1ccccc1
  -6	-92	2	98	0.6	-6	-2.4	15	8
O=[N+]([O-])c1ccc(-c2c[nH]c(=S)[nH]2)cc1
  19	-6	-2	98	-4.0	14	-4.6	-2	3
CC(=O)Nc1ccc(NC(=O)C(C)OC(=O)c2ccccc2Sc2ccccc2C#N)cc1 (stereo not drawn)
  2	19	-21	95	-0.6	-2	-2.7	-4	8
CNC(=S)NNC(=O)c1cccn(Cc2ccc(Cl)c(Cl)c2)c1=O
  4	7	-14	106	-11	15	-2.8	15	7
CN(C)c1ccc(/C=C2\C(=N)N3N=C(CC(=O)N4CCCCC4)SC3=NC2=O)cc1
  18	-10	-56	91	13*	3	1.2	/	-14
CCOc1cc(CO)ccc1OCC(=O)N1CCCCC1
  -4	5	-5	96	1.8	2	-0.8	6	0
O=C(Nc1cccc2ccccc12)c1ccccc1NS(=O)(=O)c1cccc2cccnc12
  19	10	-23	100	-0.6	-4	-1.6	3	0
CCC(=O)Nc1ccc2oc(-c3cccnc3)nc2c1
  0	/	-6	99	-1.0	0	-2.4	47	-2
O=C(N/C(=C/c1ccc(Br)cc1)C(=O)N1CCOCC1)c1cccs1
  6	11	-9	103	-7.0	0	-3.0	11	5
CCOC(=O)/C=C/C(=O)Nc1ccc(S(=O)(=O)N(C)c2ccccc2)cc1
  0	0	-15	72	0.1	-15	-1.5	7	-17
COc1cc(C(=O)N2CCN(Cc3ccccc3C(F)(F)F)CC2)cc(OC)c1OC
  -2	-3	-27	/	-2.2	-1	-3.1	-7	/
Cc1ccsc1C(=O)OCC(=O)Nc1sccc1C(N)=O
  -2	23	-2	104	-1.6	2	-0.4	-2	-1
CC(C)CCNC(=O)NC(=O)COc1ccccc1C#N
  -8	-5	-15	119	-0.7	-3	5.4*	1	6
O=C(O)C1CCC(=O)N1Cc1ccccc1Cl (stereo not drawn)
  -2	15	2	102	-1.7	-1	-3.6	21	6
Cc1c(-c2ccccc2)[n+](=O)c(-c2ccc(Br)cc2)c(C)n1[O-]
  -3	15	-4	90	1.5	-6	-0.3	22	-5
Cc1cc(C(=O)COC(=O)C2COc3ccccc3O2)c(C)n1CC1CCCO1 (stereo not drawn)
  2	1	-24	79	-4.3	4	-3.5	5	-15
C=CCNCC(O)COc1ccc(C(C)=O)cc1OC (stereo not drawn)
  4	11	11	87	0.3	-12	0.6	5	-9
Cc1ccccc1NC(=O)c1c(C)[nH]c(=S)c(C#N)c1-c1ccc(Cl)cc1
  10	-11	-9	97	-4.7	9	-3.4	6	0
CCc1ccccc1NC(=O)CSc1nc2ccccc2n1CC(=O)N(C)C
  -8	8	-11	103	-2.0	-1	-1.6	-5	3
COc1ccc(NCc2nnc(SCC(=O)N3CCCc4ccccc43)o2)cc1
  5	-6	-30	101	-3.2	6	-3.9	7	1
Cc1ccc(NC(=O)c2ccc3ccccc3n2)cc1S(=O)(=O)N(C)C
  -4	-9	3	96	1.2	6	-0.4	7	-5
CN(C)CCCN1C(=O)C(=O)/C(=C(/O)c2ccncc2)C1c1ccccc1 (stereo not drawn)
  /	15	/	91	/	/	/	3	-18
O=C(COC(=O)CCSc1ccc(Cl)cc1)NCc1ccccc1Cl
  16	18	-3	147	-3.5	5	-0.6	-25	10
CC1CCCN(c2nc3c(c(=O)[nH]c(=O)n3C)n2Cc2ccccc2Cl)C1 (stereo not drawn)
  -6	31	-8	98	-2.1	-9	-0.1	-3	-5
CCOc1ccc(CN2CCNC(=O)C2CC(=O)NC2CCOCC2)cc1 (stereo not drawn)
  -9	10	-5	103	-0.5	-1	-2.1	22	4
